# C2C12 statin: suppressors of simvastatin-induced myotoxicity in C2C12 myotubes. ATP luminescence, 48 h; scaled: DMSO 0, geranylgeraniol control 100. rescue of ATP level, % at 7.49 µM. 330,000 compounds, 0.78% hits. AID 602340;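 active = mean ATP rescue above about 67%, or every replicate alone reaching that limit, limit read from the data, passing the limit was not always enough; inconclusive = no clear call, values can overlap the other calls; inactive = mean under the limit and some replicate under it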;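 also: myotubes were challenged with 10 µM simvastatin during compound exposure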
# XiGFP reactiv: activators of X-chromosome reactivation in mouse fibroblasts | XiGFP mouse fibroblasts, % GFP-positive cells imaging, 3 d; cells co-treated with 5-aza-dC sensitizer; scaled so ellipticine positive control = 100% | activation, % at 7.58 µM | 360,000 compounds, 0.055% hits;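 active = mean normalized replicate activation at least 10% and every replicate at or above 10%; inconclusive = only one of the two criteria met; inactive = mean below 10% and not all replicates reach 10%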;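 also: 0% = median of on-plate neutral control wells and 100% = ellipticine 6 µM median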
#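 material = 68-5-11 XiGFP fibroblast line | medium = DMEM plus 5-aza-dC sensitizer | schedule = 3 days compound exposure | benchmarks = positive control ellipticine, 6 µM final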
# ERAP1 HTS inh: inhibitors of human ERAP1 aminopeptidase; Q9NZ08; recombinant ERAP1, Leu-AMC fluorescence, 60 min; inhibition, % at 10.7 µM; 340,000 compounds, 0.15% hits;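 active = mean replicate inhibition of at least 30%, or all replicates individually reaching that 30% level; inactive = mean below 30% and not every replicate reaching it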;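 also: 0% = neutral control wells and 100% = L-leucinethiol positive control wells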
# LGR2 inh: inhibitors of bursicon-induced Drosophila LGR2 receptor cAMP signaling. 380,000 compounds, 0.35% hits. inhibition, % at 9.99 µM. HEK293 LGR2, CRE-luciferase, bursicon-stimulated, 4 h;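 active = drop in luminescence signal, shown as inhibition above about 50% in the replicate tests, limit read from the data, passing the limit was not always enough; inconclusive = probably only some replicates passing the limit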;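 also: agonist challenge used bursicon conditioned medium at about half maximal strength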
# PGC1a acetyl inh: PGC1a acetylation modulation, inhibitor mode | U2OS PGC1a acetylation, AlphaScreen anti-acetyl-lysine; with virally co-expressed GCN5 acetyltransferase | inhibition, % at 15.6 µM | 350,000 compounds, 0.17% hits;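 active = every replicate shows inhibition of at least 40%; inconclusive = mean inhibition at least 40% but some replicate below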;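 also: 0% = neutral control wells and 100% = positive control wells; some results beyond the cut were filed as inactive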
# SIRT5 inh: sirtuin-5 (human) deacylase inhibition. Q9NXA8. Purified SirT5, succinyl-peptide AMC, trypsin-coupled fluorescence. inhibition, % at 15 µM. 330,000 compounds, 1.1% hits. AID 652115; in the data active = inhibition above about 15%; inconclusive = no clear call, values can overlap the other calls
# Target sequence (Q9NXA8 whole entry, looked up): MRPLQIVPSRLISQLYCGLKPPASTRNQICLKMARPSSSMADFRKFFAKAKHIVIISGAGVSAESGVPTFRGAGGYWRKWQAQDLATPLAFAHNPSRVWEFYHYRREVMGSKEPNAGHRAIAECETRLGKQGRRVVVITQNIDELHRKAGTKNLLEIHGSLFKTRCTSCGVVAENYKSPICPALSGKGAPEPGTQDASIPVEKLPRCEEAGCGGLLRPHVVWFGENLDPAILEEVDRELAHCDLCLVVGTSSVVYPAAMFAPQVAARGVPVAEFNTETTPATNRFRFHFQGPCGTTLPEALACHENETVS
# Cneo AK release: Cryptococcus neoformans lysis via adenylate kinase release; AID 651654; lysis activity, % at 15 µM; C. neoformans lysis, adenylate kinase release luminescence, 4 h; normalised: neutral wells 0, clomiphene wells 100; 360,000 compounds, 0.2% hits;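 active = mean lysis activity across replicates of at least 80%, whatever share of replicates individually reach that level; inactive = mean lysis activity below 80%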
#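 Test system: log-phase Cryptococcus neoformans yeast cells. Input: 5 × 10^6 yeast cells/mL. Medium: fresh YPD growth medium. Doses: single dose. Incubation: static 4 h at 37 °C with compound, 1 h detection. Measured by: luminescent adenylate kinase detection reagent. Read-out: signal increase indicating cell lysis. Benchmarks: Clomiphene.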
# S100A4 MyoIIA: blocks human S100A4 binding to myosin IIA peptide; P26447; S100A4/TAMRA-MyoIIA peptide fluorescence polarization; inhibition, % at 10.7 µM; 360,000 compounds, 0.14% hits;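 active = mean inhibition of at least 70% across replicates, with every replicate also reaching that level; inconclusive = mean inhibition reaches 70% but some replicates fall short; inactive = mean inhibition below 70%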
# Target sequence (P26447 whole entry, looked up): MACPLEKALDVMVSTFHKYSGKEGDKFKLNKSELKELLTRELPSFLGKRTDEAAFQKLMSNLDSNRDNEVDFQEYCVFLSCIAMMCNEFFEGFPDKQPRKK
#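 Test system: S100A4 monomer protein. Medium: HEPES buffer with Ca2+, pH 7.2. Reagent: fluorescent myosin IIA peptide, 5 nM. Compound dosing: single-point compound testing. Timing: 5 min between mix addition and reading. Benchmarks: DMSO neutral and TFP positive wells.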
# * hit, by the source's call; ? = inconclusive; / = no result given.
# Each structure is followed by: C2C12 statin	XiGFP reactiv	ERAP1 HTS inh	LGR2 inh	PGC1a acetyl inh	SIRT5 inh	Cneo AK release	S100A4 MyoIIA
Nc1c(-c2ccc(Cl)cc2)cnn1-c1cc(C(F)(F)F)cc(C(F)(F)F)c1
  11	0.2	/	11	/	1	-1	4
CCS(=O)(=O)Nc1cc(C(=O)O)ccc1C
  2	0.1	-2	-11	6	2	/	-2
CCN1CCN(c2ccc(S(=O)(=O)N3CCOCC3)cc2NC(=O)/C=C/c2ccc(OC)cc2OC)CC1
  32	-0.1	0	-3	/	0	1	-5
O=C(C[C@@H]1C[C@H]2c3cc(NC(=O)Nc4ccc(C(F)(F)F)cc4)ccc3O[C@H]2[C@@H](CO)O1)NCC1CC1
  4	0.2	0	-2	-14	4	3	12
CCOc1ccc(CCNC(=O)Cn2ccc3ccccc3c2=O)cc1OCC
  /	0.3	1	-3	5	-6	/	-9
CC1(C(=O)NS(=O)(=O)Cc2cccc(Cl)c2)CCN1C(=O)c1ccc(C2CCCCC2)cc1 (stereo not drawn)
  -10	0.0	5	4	/	/	-20	-2
CC(=O)NC(c1ccccc1)c1cc(Cl)c2cccnc2c1O (stereo not drawn)
  25	0.4	-3	8	/	-1	0	-1
CC(=O)Nc1ccc(-c2ccnc3c2CC(C)(C(=O)NCCc2ccccc2)O3)cc1 (stereo not drawn)
  -6	-0.1	-3	28	0	-1	0	-5
COc1cc(NS(=O)(=O)c2c(C)[nH]c(C)c2C(=O)N2CCCCC2)cc(OC)c1OC
  -2	0.3	-3	7	-11	0	0	-3
O=C(C[C@H]1CC[C@@H]2[C@H](COC[C@@H](O)CN2S(=O)(=O)c2ccc(Cl)cc2)O1)NCCN1CCCC1
  1	-0.1	3	-7	0	2	8	-7
O=C(CSc1nnc(NC(=O)c2ccco2)s1)Nc1ccccc1F
  -2	0.9	1	13	/	-4	0	0
COc1cccc(-c2ccc3c(c2)O[C@@H](CN(C)C(=O)C2CCCCC2)[C@@H](C)CN([C@@H](C)CO)S3(=O)=O)c1
  -38	-0.2	-3	16	-4	?	-2	9
COc1ccc(S(=O)(=O)N2CCC(NC(=O)C(Cc3cccc(OC)c3OC)NC(C)=O)CC2)cc1 (stereo not drawn)
  /	0.1	-2	4	0	18*	/	10
O=C(Nc1ccccc1F)c1ccc(Cn2cc(Cl)cn2)cc1
  /	0.5	1	-19	/	5	/	-1
CCCCCCCN1C=CC(=O)CC1
  4	-0.1	-3	18	-9	-1	0	1
C[C@@H]1CN([C@H](C)CO)C(=O)CCCn2cc(nn2)CO[C@@H]1CN(C)S(=O)(=O)c1ccccc1C#N
  /	-0.4	2	-1	6	-1	/	6
CCN1C(=O)[C@H]2[C@H]3CN=C(SCc4ccc(C#N)cc4)N3[C@@](C)(C(=O)OC)[C@H]2C1=O
  0	-0.1	-1	-10	-1	12	-1	19
CCOCc1nc2nc(Cl)c(Cl)nc2[nH]1
  /	0.0	1	-2	/	/	-2	-1
CN1CCN(S(=O)(=O)c2ccc(C#N)cc2)C(c2ccccc2)C1 (stereo not drawn)
  4	?	-1	0	4	-5	2	1
CCc1nnc(NC(=O)c2cc(-c3ccccn3)nc3ccc(Br)cc23)s1
  4	-0.1	1	5	/	/	2	2
CCc1ccc(-c2cc3c(=O)n(CC(=O)NCCCN4CCC(Cc5ccccc5)CC4)nc(C)n3n2)cc1
  -40	0.1	0	9	/	4	3	-12
O=C(C[C@H]1C=C[C@@H](NC(=O)Nc2cc(F)ccc2F)[C@H](CO)O1)NCCCN1CCOCC1
  8	-0.2	3	-7	-4	2	11	-1
COc1cc(C(=O)NCC(=O)NCC(c2ccco2)N2CCCCC2)cc(OC)c1OC (stereo not drawn)
  33	0.2	1	-21	0	-4	0	-2
CC(=O)N1CCOc2ccc(S(=O)(=O)Nc3ccc(Cl)cn3)cc21
  15	0.0	1	6	4	2	-2	3
COc1ccc(N2CC(C(=O)Nc3cc(C(F)(F)F)ccc3N3CCCC3)CC2=O)c(OC)c1 (stereo not drawn)
  11	0.6	1	0	-5	-1	4	-3
Cc1cccc(C(=O)OCC(=O)N(CC(C)C)c2c(N)n(Cc3ccccc3)c(=O)[nH]c2=O)c1O
  10	0.2	6	5	1	1	3	-2
C[C@@H]1CN([C@@H](C)CO)C(=O)c2cc(NS(C)(=O)=O)ccc2O[C@@H](C)CCCCO[C@@H]1CN(C)S(=O)(=O)c1ccc(F)cc1
  -9	-0.9	0	10	-4	2	-9	8
CS(=O)(=O)Nc1ccc2c(c1)[C@@H]1C[C@@H](CC(=O)NCc3ccncc3)O[C@@H](CO)[C@@H]1O2
  10	0.2	1	0	1	0	3	-43
C[C@H](CO)N1C[C@H](C)[C@H](CN(C)C(=O)Nc2cc(F)ccc2F)Oc2cc(C#CC3CC3)ccc2S1(=O)=O
  75*	-0.9	/	-9	-5	/	/	/
O=S(=O)(/N=C(/Nc1cccnc1)c1ccccc1)c1ccc(F)cc1F
  0	-0.1	0	-6	/	-2	0	-3
COc1ccccc1-c1cnc2c(c1)C(=O)N([C@H](C)CO)C[C@H](C)[C@@H](CN(C)C(=O)c1ccccc1)O2
  -17	0.1	-1	-7	4	0	-2	1
CCN(CC)C1CC(=O)N(c2cccc(Cl)c2)C1=O (stereo not drawn)
  -8	0.1	0	4	6	-5	1	3
O=C(NCCO)c1ccc2[nH]c3ccccc3c2c1
  -28	/	/	/	-2	/	-2	6
CSc1ccc(S(=O)(=O)N2CCC(C(=O)Nc3ccccc3C(F)(F)F)CC2)cc1
  9	0.1	-4	-3	/	0	/	-1
CCOC(=O)[C@]12Cc3c(cc(OC)c(OC)c3OC)[C@H]1N(Cc1ccccc1)C(=O)c1cc(F)c(F)cc12
  /	0.2	-2	25	/	-4	/	-1
CO[C@@H]1CN(C)C(=O)c2cc(NS(C)(=O)=O)ccc2OC[C@H](C)N(C(=O)CC2CC2)C[C@H]1C
  10	-0.3	1	-8	8	-1	-3	2
C[C@@H]1CN([C@H](C)CO)C(=O)Cc2cc(NS(=O)(=O)c3cn(C)cn3)ccc2O[C@H]1CN(C)S(C)(=O)=O
  -18	0.2	1	-8	-2	0	-3	-4
Cc1cc(O)ccc1Nc1cc(-c2cccc(N(C)C)c2)ncn1
  1	0.2	-6	-88	/	3	-1	-5
C[C@@H]1CN([C@@H](C)CO)C(=O)c2cc(C3=CCCC3)cnc2O[C@H]1CN(C)Cc1ccccc1
  -5	-0.4	2	3	-28	6	1	-9
CC1=CC(C)(C)N(C(=O)CN2C(=O)CCC2=O)c2ccc(C)cc21
  /	0.0	0	-5	2	-4	/	0
CN(C(=S)SCc1ccccc1)C1CCS(=O)(=O)C1 (stereo not drawn)
  /	0.0	2	-3	/	-2	/	0
COc1ccc(C2=NN(C(=O)c3ccccc3)C(c3cccc([N+](=O)[O-])c3)C2)cc1 (stereo not drawn)
  /	-0.1	1	-7	/	-5	/	-4
C#CCOCCOCCOCCNc1nc(OC)nc(N2CCN(C(=O)[C@H](CCC(=O)O)n3cc(C(N)CO)nn3)CC2)n1 (stereo partly drawn)
  -5	-0.3	/	-14	9	/	-1	0
O=[N+]([O-])c1c(-c2cn[nH]c2)n[nH]c1-c1cn[nH]c1
  4	-0.1	-2	-8	13	-1	/	3
CCC(=O)Nc1ccc(OCc2nnc3c4ccccc4c(C)nn23)cc1
  /	0.0	11	-11	3	-1	/	22
CNC(=O)C[C@H]1C(=O)N(C2CCCCC2)C[C@@H]1CSC
  5	0.2	0	-9	/	-10	1	0
C[C@H](CO)N1C[C@H](C)[C@H](CN(C)C(=O)Nc2ccc(C(F)(F)F)cc2)Oc2c(NC(=O)NC3CCCCC3)cccc2C1=O
  -141	-1.3	2	-6	15	-2	-4	6
CC(=O)Nc1ccc(C(=O)COC(=O)C2CC2C)c(F)c1 (stereo not drawn)
  3	0.0	1	16	11	4	-4	-5
CO[C@@H]1CN(C)C(=O)c2ccc(NC(=O)CN(C)C)cc2OC[C@@H](C)N(C(=O)C2CCCCC2)C[C@H]1C
  1	0.3	-1	13	/	5	-2	0
C[C@@H]1CCCCO[C@@H](CN(C)Cc2ccc(C(=O)O)cc2)[C@H](C)CN([C@@H](C)CO)C(=O)c2cc(NC(=O)Nc3ccc(F)cc3)ccc2O1
  /	-0.8	-2	11	-4	-3	-2	2
O=C(C[C@@H]1CC[C@@H](NS(=O)(=O)c2ccccc2)[C@@H](CO)O1)N1CCc2ccccc2C1
  1	0.2	-1	-14	-4	-3	-2	10
C[C@H](O)[C@@H]1CN2CCc3c([nH]c4c(-c5ccccc5)cccc34)[C@@H]2C[C@@H]1N(C)C(=S)NCCc1ccccc1
  /	0.4	1	-14	/	-2	/	-13
COc1ccc2c3c(n(C)c2c1)[C@H](CO)N(C(=O)c1ccncc1)CC31CN(C)C1
  /	0.1	1	4	8	/	/	-2
COc1ccc(NC(=O)N[C@@H]2CC[C@@H](CCNC(=O)CN3CCOCC3)O[C@@H]2CO)cc1
  -2	-0.1	-1	-18	4	2	1	2
O=C(NCc1cccs1)Nc1cc(Cl)ccc1Cl
  /	0.0	-1	2	/	2	/	-1
COc1ccc(S(=O)(=O)Nc2ccc(-c3ccc(N4CCCC4)nn3)cc2)cc1C
  -2	0.1	-3	-6	3	-2	-1	-2
FC(F)Oc1ccc(-n2cc(-c3ccc(Cl)cc3)[n+]3c2CCCCC3)cc1
  /	-0.1	0	-1	/	-2	/	1
Cc1c(C(=O)N2CCC(C(N)=O)CC2)sc(N)c1C#N
  -23	/	-1	8	12	0	-2	2
COc1ccc(CNC(=O)CN2C(=O)CSc3ccc(S(=O)(=O)N4CCCCC4)cc32)cc1
  4	0.0	-1	0	-4	-3	0	-4
COc1ccccc1C(=O)N=c1sc2c(C)ccc(OC)c2n1C
  30	-0.1	-2	-62	/	-4	/	-4

# Gathered by group: the entries above containing an aryl thioether with sulfur outside any ring.
# Each structure is followed by: C2C12 statin	XiGFP reactiv	ERAP1 HTS inh	LGR2 inh	PGC1a acetyl inh	SIRT5 inh	Cneo AK release	S100A4 MyoIIA
O=C(CSc1nnc(NC(=O)c2ccco2)s1)Nc1ccccc1F
  -2	0.9	1	13	/	-4	0	0
CSc1ccc(S(=O)(=O)N2CCC(C(=O)Nc3ccccc3C(F)(F)F)CC2)cc1
  9	0.1	-4	-3	/	0	/	-1

# (more compounds)
# Each structure is followed by: C2C12 statin	XiGFP reactiv	ERAP1 HTS inh	LGR2 inh	PGC1a acetyl inh	SIRT5 inh	Cneo AK release	S100A4 MyoIIA
CC(C)Oc1ccc(CCC(=O)NNC(=S)Nc2ccccc2)cc1
  /	0.0	0	-11	-1	-7	1	-7
COc1cc2c(cc1OC)C(COc1ccc(F)cc1)N(C(C)=O)CC2 (stereo not drawn)
  -1	-0.1	-1	-25	/	1	-3	-2
O=C(/C(=C/O)N=Nc1ccccc1Cl)c1ccccc1
  /	0.0	-4	-13	9	0	/	5
Cn1ccs/c1=N\C(=O)Nc1cccc(Cl)c1
  /	0.2	-2	/	/	-2	/	-5

# Compound activity from PubChem.

# Not all compounds are listed, so the mix of outcomes need not match the whole.
